Source: PubChem BioAssay (several laboratories)
IMP-1 inhibitor: blocks Pseudomonas aeruginosa IMP-1 metallo-beta-lactamase. actives 0.45% (n = 290,000). purified IMP-1, nitrocefin hydrolysis, epi-absorbance fluorescence. AID 1556. inhibition, % at 5.6 µM;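 active = inhibition above the mean plus 3 SD of all compounds in the same screening run, cut at about 4.5% in these data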;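 note: 0% = IMP-1 with DMSO and 100% = DMSO wells lacking enzyme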
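assay system = purified recombinant IMP-1 metallo-beta-lactamase enzyme | schedule = 15 min preincubation plus 25 min reaction at 25 °C | signal = Epi-absorbance fluorescence, 480 nm excitation, 530 nm emission | read-out basis = percent inhibition from optical density relative to buffer-blank wells | controls = IMP-1 with DMSO as 0%, enzyme-free DMSO as 100%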
V1aR counter: V1a receptor agonism, counter-screen for OXTR agonists. CHO-V1R cells, Fluo-8 calcium fluorescence, agonist mode; 0% DMSO, 100% 3 nM vasopressin. activation, % at 3 µM. actives 0.25% (n = 320,000). AID 2797;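 active = activation above the mean activation of all tested compounds plus 3 SD, per screening run, cut at about 20% in these data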;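 note: signal is peak over basal fluorescence ratio across a 100 second FLIPR read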
HCV NS3 hel inh: blocks Hepatitis C virus NS3 helicase unwinding; NS3 helicase DNA unwinding, Cy5 molecular beacon fluorescence; inhibition, % at 10.9 µM; actives 0.56% (n = 290,000); AID 1800;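 active = inhibition above the mean of all tested compounds plus 3 SD, set per campaign, cut at about 35% in these data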;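 note: 0% = DMSO wells and 100% = thioflavine S control wells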
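Assay system – hepatitis C virus NS3 helicase domain fragment enzyme · Buffer or medium – MOPS pH 6.5, MgCl2, DTT, Tween20, BSA · Reagent – Cy5/quencher beacon DNA duplex and ATP to start · Compound – single 10.9 µM dose · Timing – 1 h at 25 °C · Technique – Cy5 beacon fluorescence read at start and 1 h · Measure – % inhibition of unwinding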
DNA FID counter: fluorescent intercalator displacement, NS3 helicase counter-screen; actives 0.17% (n = 290,000); inhibition, % at 7.9 µM; DNA fluorescent intercalator displacement, fluorescence; AID 1845; in the data active = inhibition above about 37%;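 note: 0% = vehicle and 100% = reference compound; higher means more ethidium bromide displaced from hairpin DNA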
GPR7 antag: human neuropeptides B/W receptor 1 antagonism; P48145; GPR7-expressing cells, fluorescence antagonist assay; inhibition, % at 4.4 µM; actives 1.1% (n = 290,000); AID 1861; in the data active = inhibition above about 16%, passing the limit was not always enough;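 note: cells stimulated with the agonist NPW; 0% = agonist with vehicle and 100% = vehicle without agonist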
Target sequence (P48145 whole entry, looked up): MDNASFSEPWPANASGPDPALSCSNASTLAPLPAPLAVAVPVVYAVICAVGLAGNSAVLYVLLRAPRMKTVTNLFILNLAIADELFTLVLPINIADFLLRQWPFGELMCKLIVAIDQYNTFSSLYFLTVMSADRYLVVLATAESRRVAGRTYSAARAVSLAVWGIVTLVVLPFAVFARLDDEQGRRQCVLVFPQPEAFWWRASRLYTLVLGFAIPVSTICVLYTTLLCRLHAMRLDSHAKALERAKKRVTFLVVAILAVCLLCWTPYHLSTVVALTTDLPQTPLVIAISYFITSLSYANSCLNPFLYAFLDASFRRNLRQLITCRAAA
GalR3 antag: blocks the human galanin receptor 3 | O60755 | HEK293 GalR3-CNG cAMP membrane potential fluorescence; galR3 body fused to GalR1 C-terminus | inhibition, % at 3 µM | actives 0.44% (n = 360,000) | AID 651719;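 active = inhibition above the screen-wide average plus 3 SD, cut at about 13% in these data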;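 note: forskolin and galanin both at EC90 stimulate the cells; cAMP rise reported by CNG channel membrane potential dye signal; 0% = forskolin plus galanin with DMSO and 100% = forskolin alone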
VIM-2 inh: blocks Pseudomonas aeruginosa VIM-2 metallo-beta-lactamase. purified VIM-2, nitrocefin hydrolysis, epi-absorbance fluorescence. actives 0.89% (n = 290,000). AID 1527. inhibition, % at 5.6 µM;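 active = inhibition above the mean of all tested compounds plus 3 SD, cutoff set per screening run, cut at about 7.5% in these data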;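 note: red hydrolysis product quenches plate fluorescence so inhibitors raise well fluorescence; 0% = enzyme with DMSO and 100% = DMSO without enzyme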
PHOSPHO1 block: inhibitors of human PHOSPHO1 phosphatase; recombinant PHOSPHO1, absorbance phosphatase assay; inhibition, % at 13.3 µM; actives 1.1% (n = 290,000); AID 1565; in the data active = inhibition above about 60%
Target sequence (Q8TCT1 whole entry, looked up): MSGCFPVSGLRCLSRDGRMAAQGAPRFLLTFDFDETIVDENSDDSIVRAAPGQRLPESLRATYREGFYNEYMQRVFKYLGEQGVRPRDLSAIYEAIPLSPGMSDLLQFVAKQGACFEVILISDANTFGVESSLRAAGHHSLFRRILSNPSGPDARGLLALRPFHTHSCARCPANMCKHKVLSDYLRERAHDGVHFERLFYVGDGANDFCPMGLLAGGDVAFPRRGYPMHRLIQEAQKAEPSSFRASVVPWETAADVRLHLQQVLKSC
OXTR ag: activates the human oxytocin receptor. actives 0.32% (n = 320,000). P30559. activation, % at 3 µM. CHO-OTR cells, Fluo-8 calcium fluorescence; normalized: DMSO 0%, oxytocin 100%;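 active = activation above the mean of all tested compounds plus 3 SD, cutoff set per screening run, cut at about 20% in these data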;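 note: peak over basal fluorescence ratio from a 100 s FLIPR kinetic read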
Target sequence (P30559 whole entry, looked up): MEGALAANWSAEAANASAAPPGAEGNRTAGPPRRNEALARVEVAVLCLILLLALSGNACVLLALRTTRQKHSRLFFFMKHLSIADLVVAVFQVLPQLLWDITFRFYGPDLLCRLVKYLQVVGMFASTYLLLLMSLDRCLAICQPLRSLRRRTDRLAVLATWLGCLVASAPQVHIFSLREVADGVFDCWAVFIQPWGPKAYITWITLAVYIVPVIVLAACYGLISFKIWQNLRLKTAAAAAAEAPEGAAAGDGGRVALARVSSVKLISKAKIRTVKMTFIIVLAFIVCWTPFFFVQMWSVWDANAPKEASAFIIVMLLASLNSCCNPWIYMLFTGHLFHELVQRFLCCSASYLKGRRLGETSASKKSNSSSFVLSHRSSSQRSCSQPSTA
Starred values were filed as active, the others as inactive; x = not tested or not shown. An unsorted share of the library; overall some 4.3% were active at least once.

SMILES	IMP-1 inhibitor	V1aR counter	HCV NS3 hel inh	DNA FID counter	GPR7 antag	GalR3 antag	VIM-2 inh	PHOSPHO1 block	OXTR ag
Cc1ccccc1CNS(=O)(=O)c1c(C)[nH]c(C)c1C(=O)N1CCCCC1	-4.6	2.5	4	-26	1	5	-1.1	32	-0.3
Cc1ccc(N(C(=O)CCC(=O)Nc2cc(C)on2)C(C(=O)NC2CCCC2)c2ccccc2)cc1 (stereo unspecified)	-2.0	-1.6	-6	-1	-6	-5	0.4	33	-1.8
Cc1cc(C)n(-c2ccc(NC(=O)C3CCN(Cc4cc(C)c(C)o4)CC3)cc2)n1	-1.0	-0.6	-16	-6	1	-4	-0.4	14	0.9
CC(C)O/C(=N\S(=O)(=O)c1ccc(Cl)cc1)c1ccccc1	-1.7	-0.3	0	5	9	9	-0.8	7	0.1
COc1cc(C2c3c(n[nH]c3C)C(=O)N2c2ccc(Br)cc2)ccc1O (stereo unspecified)	-0.3	1.1	-6	-11	-1	-4	-2.9	-17	1.0
CCOC(=O)C(c1ccccc1)C(Nc1ccccc1)c1ccccn1 (stereo unspecified)	-2.8	-0.8	-4	-24	-3	-9	-4.3	39	-2.8
CC(C)OCC(O)Cn1c(N2CCCC2)nc2c1c(=O)n(C)c(=O)n2C (stereo unspecified)	-1.2	-0.9	3	-13	-11	0	-2.2	x	-0.5
CCOC(=O)c1c(C)sc2c1N(C(=O)CN(CC)CC)c1cc(Cl)ccc1S2	-2.9	-0.6	-9	11	1	-3	-1.5	4	1.5
Cc1ccccc1C(=O)Nc1ccc2c(c1)CCCN2C(=O)c1cccs1	-1.4	4.9	4	-38	25*	-8	0.0	31	2.0
CCn1c(SCC(=O)N2CCCC2)nnc1-c1ccc(N)cc1	-4.3	0.7	1	-4	-9	0	-4.4	2	0.7
O=C(CSc1nncn1-c1ccccc1)Nc1ccccc1	1.7	2.1	4	-12	-10	-7	-0.8	29	0.3
CC(=O)/C(C(=N)N1CCN(Cc2ccccc2)CC1)=C(\C)O	-4.2	0.1	1	0	-6	2	-0.6	10	-0.6
CC1CCN(C(=O)Cn2cc3c(n2)CCCC3)CC1	-2.6	0.1	-1	-2	-7	2	-4.2	-10	0.9
CCN(CCCNC(=O)CN1C(=O)COc2ccccc21)c1cccc(C)c1	0.0	-0.6	-1	-10	-1	-5	-2.0	20	0.7
O=C(O)c1nn(-c2cccc(C(F)(F)F)c2)ccc1=O	-3.0	0.2	-14	-1	-4	-4	1.4	18	0.6
COc1ccccc1OCC(O)Cn1c(Br)nc2c1c(=O)[nH]c(=O)n2C (stereo unspecified)	-4.0	2.8	7	-9	8	2	-1.6	-17	1.6
Cn1c(Cc2ccccc2)[n+](C)c2ccccc21	-2.1	-0.1	2	0	-3	-6	-2.6	32	0.5
Cc1ccccc1CN1CCCC(C(=O)Nc2ccc(-c3ccn[nH]3)cc2)C1 (stereo unspecified)	-0.8	5.1	-23	8	3	3	-0.8	-29	2.6
CCCCC(=O)Nc1c(C)cc(C)cc1Cl	-2.9	0.1	24	-11	-10	7	-8.1	4	-1.8
CC1CCCCN1C(=O)C1CCCCN1S(=O)(=O)c1cccc([N+](=O)[O-])c1 (stereo unspecified)	-3.2	-0.5	-1	-16	-8	-6	-0.2	28	-1.6
c1ccc2c(c1)CNc1ccccc1C2	0.1	-0.9	-5	3	3	-2	-0.5	21	-0.8
NC(=O)c1sc(=S)n2c1[nH]c(=O)c1sccc12	-1.4	2.9	3	-2	-17	67*	8.2*	17	3.7
COc1ccc(-n2nc3c(c2NC(=O)c2ccc(S(=O)(=O)N4CCOCC4)cc2)CS(=O)C3)cc1 (stereo unspecified)	-0.1	1.2	-10	-17	-10	-1	0.2	-21	0.5
COC(=O)c1sccc1NC(=O)COc1cccc(C)c1	-1.5	0.6	-14	-18	0	1	0.0	0	-0.3
O=C(NCC1CCCO1)C(c1ccc(F)cc1)N(C(=O)Cn1nnc(-c2ccc(F)cc2)n1)c1cccc(O)c1 (stereo unspecified)	-1.6	-0.4	-11	-35	-8	-1	-4.2	43	-0.3
CC(/C=N/NC(=O)Cn1nccc1C)=C\c1ccc(C(C)C)cc1	-2.7	1.2	1	-29	-8	-9	-5.5	14	-1.7
Cc1ccc(C)c2[nH]c(=O)c(CCNC(=O)c3cc4ccccc4o3)cc12	-2.3	0.9	-10	6	-5	3	-0.1	13	-1.5
Cc1ccc(N(CC(=O)NC2CCCCC2)C(=O)CNC(=O)c2ccco2)cc1F	-2.0	0.6	7	-36	-9	-9	-1.0	45	1.5
Cn1cnc2c(cnn2-c2ccccc2)c1=O	-0.5	1.1	5	-4	9	-9	-0.2	29	0.5
O=C1c2ccccc2C(=O)N1CCCc1nc(-c2ccncc2)no1	-2.1	-0.9	-1	-5	17	-2	-1.1	7	0.4
CCOc1ccccc1N1CCN(C(=O)c2c(-c3ccccc3Cl)noc2C)CC1	-2.0	-0.2	7	-10	-6	-4	-2.4	27	1.1
COc1ccc2c(c1)S/C(=C\C(=O)c1ccncc1)N2C	-3.5	-1.6	5	-9	-5	-2	-2.4	70*	-2.8
COc1ccc(-n2c(-c3ccco3)n[nH]c2=S)cc1	-3.5	0.8	3	-6	-9	-5	1.9	99*	1.5
CCOc1ccccc1NC(=O)/C=C/C(N)=O	0.2	0.1	-1	0	-4	-2	-3.7	4	0.1
O=C(NC(=Nc1ccccc1)N1CCOCC1)Nc1ccccc1	-3.6	2.4	5	0	-5	-7	-4.3	-6	-0.7
CCOc1ccc(S(=O)(=O)NC(C)C(=O)NCc2ccc3c(c2)OCO3)cc1 (stereo unspecified)	0.9	0.2	4	-22	5	-10	1.0	32	-0.6
O=C(O)c1ccc(NS(=O)(=O)c2ccc3c(c2)C(=O)c2cc(S(=O)(=O)Nc4ccc(C(=O)O)cc4)ccc2-3)cc1	-2.4	0.9	11	-30	-9	-4	-4.4	21	1.2
COc1ccc(OC)c(-n2c(-c3cccc(S(=O)(=O)N(C)C)c3)n[nH]c2=S)c1	-3.0	0.8	-13	-11	0	4	-0.9	-8	0.6
CN1CCN(C(=S)Nc2ccccc2Cl)CC1	2.7	-0.3	-1	2	-10	-2	-3.0	7	-0.5
Cc1nn(CCC#N)c(NC(=O)c2ccc(Cl)cc2)c1P(=O)(Nc1ccc([N+](=O)[O-])cc1)N1CCOCC1 (stereo unspecified)	-2.1	0.3	-7	-7	0	-6	-1.3	1	1.3
O=C(CN(c1cccc(C(F)(F)F)c1)S(=O)(=O)c1ccc(Cl)c([N+](=O)[O-])c1)NCc1ccc(F)cc1	-3.5	0.0	0	-2	5	-11	-2.5	2	-1.5
CN(C)C(=O)c1ccc2c(c1)C1C3CCC(C3)C1C(c1ccccc1)N2 (stereo unspecified)	-3.3	-0.8	0	-36	-3	-4	0.1	-11	-2.4
Cc1cc2ncn(C(=O)c3c(-c4ccccc4Cl)noc3C)c2cc1C	-5.7	-0.8	4	5	-7	0	-0.6	-7	-0.2
COc1ccc(C(=O)CC(=O)c2ccc(C)cc2)c(O)c1	-3.6	0.0	-8	-7	-2	-10	-1.8	24	-0.8
Cc1nc(NC(=O)CN2CC(C)OC(C)C2)sc1C(=O)N(C)C (stereo unspecified)	-3.8	0.7	5	-4	-8	-8	-2.0	x	-0.3
O=C1NC(=O)C(CC(=O)N(Cc2ccco2)C2(C(=O)NC3CCCCC3)CCCCC2)N1 (stereo unspecified)	-1.1	-0.3	4	-21	-3	0	-2.6	4	-0.1
NC(=O)CC(NC(=O)c1ccc(Br)cc1)c1ccc(NCCc2ccc(F)cc2)c([N+](=O)[O-])c1 (stereo unspecified)	x	-0.1	x	x	x	-4	x	2	0.9
CCOc1ccccc1C1CC(=O)Nc2cc3c(cc21)OCO3 (stereo unspecified)	-2.2	1.2	0	-11	2	-10	-3.4	8	1.2
O=C(c1ccc(-n2c(SCc3cc(F)ccc3F)nc3ccccc3c2=O)cc1)N1CCOCC1	-2.1	0.0	-3	-6	2	-4	-0.5	-9	0.9
CCC1CCCCN1S(=O)(=O)c1ccccc1 (stereo unspecified)	-1.5	-1.3	16	-13	3	0	-0.1	39	-1.5
Cc1onc(-c2c(Cl)cccc2Cl)c1NC(=O)NNc1ccccn1	-2.6	0.0	-11	-4	-11	4	-2.6	47	0.3
CCN1CCN(P2(=O)C=C(c3ccccc3)OC(c3ccccc3)=C2)CC1	0.4	-0.1	-8	10	2	-3	0.1	-48	0.9
COc1ccc(/C=C(/NC(=O)c2ccco2)C(=O)N2CCOCC2)cc1	-2.9	-0.1	6	-13	1	3	-2.1	41	0.1
COCCNC(=O)CN(C(=O)c1ccc(N2CCCC2)nc1)c1ccccc1	-2.2	0.0	-1	-11	25*	-4	-1.5	32	0.4
CN(C)S(=O)(=O)Oc1ccc(C(=O)Nc2ccc([N+](=O)[O-])cc2)cc1	-1.8	6.5	-11	12	-12	-1	-3.2	28	6.6
CCCC(=O)c1ccc(N2CCCC2)c(F)c1	-3.6	-0.5	1	-7	-12	5	-1.7	2	-3.4

Part of the list above, with two lines to a compound.
Order of results – IMP-1 inhibitor, V1aR counter, HCV NS3 hel inh, DNA FID counter, GPR7 antag, GalR3 antag, VIM-2 inh, PHOSPHO1 block, OXTR ag
> Cc1ccccc1CNS(=O)(=O)c1c(C)[nH]c(C)c1C(=O)N1CCCCC1
    -4.6, 2.5, 4, -26, 1, 5, -1.1, 32, -0.3
> Cc1ccc(N(C(=O)CCC(=O)Nc2cc(C)on2)C(C(=O)NC2CCCC2)c2ccccc2)cc1 (stereo unspecified)
    -2.0, -1.6, -6, -1, -6, -5, 0.4, 33, -1.8
> Cc1cc(C)n(-c2ccc(NC(=O)C3CCN(Cc4cc(C)c(C)o4)CC3)cc2)n1
    -1.0, -0.6, -16, -6, 1, -4, -0.4, 14, 0.9
> CC(C)O/C(=N\S(=O)(=O)c1ccc(Cl)cc1)c1ccccc1
    -1.7, -0.3, 0, 5, 9, 9, -0.8, 7, 0.1
> COc1cc(C2c3c(n[nH]c3C)C(=O)N2c2ccc(Br)cc2)ccc1O (stereo unspecified)
    -0.3, 1.1, -6, -11, -1, -4, -2.9, -17, 1.0
> CCOC(=O)C(c1ccccc1)C(Nc1ccccc1)c1ccccn1 (stereo unspecified)
    -2.8, -0.8, -4, -24, -3, -9, -4.3, 39, -2.8
> CC(C)OCC(O)Cn1c(N2CCCC2)nc2c1c(=O)n(C)c(=O)n2C (stereo unspecified)
    -1.2, -0.9, 3, -13, -11, 0, -2.2, x, -0.5
> CCOC(=O)c1c(C)sc2c1N(C(=O)CN(CC)CC)c1cc(Cl)ccc1S2
    -2.9, -0.6, -9, 11, 1, -3, -1.5, 4, 1.5
> Cc1ccccc1C(=O)Nc1ccc2c(c1)CCCN2C(=O)c1cccs1
    -1.4, 4.9, 4, -38, 25*, -8, 0.0, 31, 2.0
